# cardiac RTF act: cardiac RTF calcium sensitivity activators, primary screen, biochemical, IANBD-TnC fluorescence, EC20 calcium; Troponin I, cardiac muscle (Homo sapiens) + Troponin T, cardiac muscle (Homo sapiens) + …; IANBD-labeled TnC RTF fluorescence at EC20 calcium; 0% EC20 calcium, 100% full calcium; activation, % at 7.2 µM; 340,000 tested, 0.24% active; AID 493008, 2010;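 active = activation above the mean over all tested compounds plus 3 SD, cut at about 30% in these data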;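 also: rise in fluorescence read as greater calcium sensitivity of cardiac thin filaments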
# RTF Ca sens inh: cardiac RTF calcium sensitivity inhibitors, primary screen, biochemical, IANBD-TnC fluorescence, EC70 calcium; IANBD-labeled cardiac RTF, Ca2+ fluorescence; inhibition, % at 7.15 µM; 340,000 tested, 0.12% active; AID 493244, 2011;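 active = inhibition above the mean inhibition of all tested compounds plus 3 SD, cut at about 17% in these data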;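 also: assay run at fixed EC70 calcium of 1.6 mM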
# Keap1 Nrf2 FP: Keap1-Nrf2 protein-protein interaction inhibitors, primary screen, biochemical, fluorescence polarization, single point. Kelch-like ECH-associated protein 1 (Homo sapiens), Q14145. Keap1 Kelch-Nrf2 peptide fluorescence polarization, 1536-well. inhibition, % at 9.4 µM. 340,000 tested, 0.15% active. AID 504523, 2011; in the data active = inhibition above about 12%; inconclusive = no clear call, values can overlap the other calls; inactive = below about 7.3%;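 also: human Keap1 Kelch domain with fluorescein labeled Nrf2 9mer peptide probe; 0% = neutral control wells and 100% = peptide positive control; higher means more block of Keap1 binding to Nrf2 peptide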
# Wnt act: Wnt/beta-catenin pathway activators, primary screen, cell-based, plate reader, single point. Wnt/beta-catenin reporter cell assay, activator. activation, % at 9.35 µM. 300,000 tested, 1.2% active; in the data active = activation above about 30%, passing the limit was not always enough; inconclusive = no clear call, values can overlap the other calls;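 also: 0% = neutral control wells and 100% = positive control wells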
# C-LANA FP: inhibitors of KSHV C-LANA binding to DNA, primary screen, biochemical, fluorescence polarization, FAM-LBS DNA, MBP-C-LANA, single point; inhibition, % at 9 µM; Kaposi's sarcoma herpesvirus LANA C-terminal domain (residues 932-1162) DNA binding; 340,000 tested, 0.078% active;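 active = highest replicate inhibition at or above 60% at 9 µM, even if other replicates fall short; inactive = all replicates below 60% inhibition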;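 also: 0% = neutral control wells and 100% = 4 µM acridine orange control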
# DSG3 Ab inh: inhibitors of pemphigus antibody binding to DSG3, primary screen, biochemical, bead-based, flow cytometry, scFv-GFP | binding (percent of control), % at 10 µM | 310,000 tested, 0.48% active | DSG3-coupled beads, scFv-anti-DSG3-GFP binding; stronger effect = lower value | AID 588358, 2011 | Desmoglein-3 (Homo sapiens), P32926;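 active = binding more than 3 SD below its plate's average and above zero; inconclusive = below that plate limit but binding exactly zero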;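 also: hits lower antibody fragment binding to DSG3; some compounds called inactive have numbers as strong as hits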
# Target sequence (P32926 whole entry, looked up, the tested form may be a part): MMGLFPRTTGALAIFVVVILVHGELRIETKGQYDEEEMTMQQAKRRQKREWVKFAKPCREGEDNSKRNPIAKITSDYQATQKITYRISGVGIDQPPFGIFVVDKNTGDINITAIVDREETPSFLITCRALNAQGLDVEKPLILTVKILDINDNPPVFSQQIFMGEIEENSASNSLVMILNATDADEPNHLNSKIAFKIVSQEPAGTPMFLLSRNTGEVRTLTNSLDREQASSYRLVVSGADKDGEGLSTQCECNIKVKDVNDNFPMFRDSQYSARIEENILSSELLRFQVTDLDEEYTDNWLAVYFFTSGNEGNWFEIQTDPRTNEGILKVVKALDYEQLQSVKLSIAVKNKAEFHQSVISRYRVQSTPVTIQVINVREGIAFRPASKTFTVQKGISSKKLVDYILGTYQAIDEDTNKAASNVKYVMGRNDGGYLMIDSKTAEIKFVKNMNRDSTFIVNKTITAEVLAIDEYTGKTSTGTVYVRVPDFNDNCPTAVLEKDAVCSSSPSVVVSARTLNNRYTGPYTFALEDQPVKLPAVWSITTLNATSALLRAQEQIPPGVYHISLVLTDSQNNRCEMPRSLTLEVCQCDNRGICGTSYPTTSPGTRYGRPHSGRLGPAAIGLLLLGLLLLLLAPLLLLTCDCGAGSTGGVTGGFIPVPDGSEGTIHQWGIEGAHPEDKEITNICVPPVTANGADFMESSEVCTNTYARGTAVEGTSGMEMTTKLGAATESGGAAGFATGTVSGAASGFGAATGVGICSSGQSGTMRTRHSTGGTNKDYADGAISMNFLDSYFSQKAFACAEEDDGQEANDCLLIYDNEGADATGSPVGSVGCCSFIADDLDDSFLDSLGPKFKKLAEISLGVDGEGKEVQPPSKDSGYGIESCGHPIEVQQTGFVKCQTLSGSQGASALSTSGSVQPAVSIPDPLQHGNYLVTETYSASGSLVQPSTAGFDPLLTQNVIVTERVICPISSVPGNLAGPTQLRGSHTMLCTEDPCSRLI
# V-ATPase pHluor: regulators of yeast V-ATPase proton pumping, primary screen, pHLuorin cytosolic pH fluorescence. S. cerevisiae. response, % at 10 µM. 350,000 tested, 0.37% active; in the data active = response mostly above about 7.3%, no sharp cut-off; inactive = mostly below about 5.4%; also: actives read high; inactives centre near 0; some compounds called inactive have numbers as strong as hits; reference of the scale not given here
# OPRM1-OPRD1 ag: agonists of OPRM1-OPRD1 heterodimerization, primary screen, cell-based, luminescence; cells; activation, % at 9.3 µM; 340,000 tested, 0.3% active; AID 504326, 2011; in the data active = activation above about 18%;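 also: 0% = vehicle-treated cells and 100% = reference agonist; values of inactives mirror those of a sister screen read the other way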
# MOR-DOR inv ag: inverse agonists of MOR-DOR heterodimerization, primary screen, cell-based, luminescence. Mu-type opioid receptor (Homo sapiens) + Delta-type opioid receptor (Homo sapiens), …. cell-based MOR-DOR heterodimer luminescence, inverse agonism. inhibition, % at 9.3 µM. 340,000 tested, 0.21% active. AID 504357, 2011; in the data active = inhibition above about 22%, passing the limit was not always enough;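 also: 0% = cells with DMSO and 100% = wells without cells with DMSO; values of inactives mirror those of a sister screen read the other way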
# Arrestin-AP2 inh: inhibitors of beta-arrestin/AP2 binding, primary screen, biochemical, GPCR trafficking, flow cytometry | FITC-arrestin peptide / GST-AP2 beads; AP2 beta2 appendage carries R879A mutation | inhibition, % at 10 µM | 340,000 tested, 0.31% active | AID 504490, 2011;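 active = inhibition above a set limit, near 3 SD of compounds lacking own fluorescence, cut at about 54% in these data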;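 also: plate controls were DMSO wells for no effect and 5 µM unlabelled arrestin peptide for full effect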
#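 System: GST-AP2 R879A bound to glutathione beads, E. coli-expressed. Also added: 50 nM FITC-arrestin peptide. Schedule: compound with beads 12 min RT, then probe 1 h RT. Signal: bead flow cytometry, FITC channel. Read-out basis: percent response.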
# The depositor's hits bear a star; u = inconclusive; x = not tested or not shown.
SMILES	C-LANA FP	MOR-DOR inv ag	V-ATPase pHluor	OPRM1-OPRD1 ag	Wnt act	Keap1 Nrf2 FP	cardiac RTF act	DSG3 Ab inh	RTF Ca sens inh	Arrestin-AP2 inh
CC1=NN(c2ccccc2)C(=O)/C1=C/C=C/C=C/N(C)C	-27	33*	1	-6.2	-2	-89	14	99	-27	1
COc1ccc(CNC(=S)Nc2cccc(OC)c2)cc1	-1.6	6	-1	-1.3	-1	-3	-5	95	-2	-1
Cc1ccccc1OCC(=O)Nc1ccc2c(c1)ncn2C	-0.2	1	-4	-0.2	14	5	9	91	2	-5
CC(C)c1ccc(OCC(=O)N2CCc3ccccc3C2)cc1	-2.9	-28	2	5.6	2	-2	0	118	0	13
C=CCN1c2ccccc2[C@]23C[C@@H](C(=O)OC)N(C(C)=O)C2=NC(C(=O)OC)=C(C(=O)OC)[C@H]13	-1.6	-2	0	0.4	5	-1	0	105	-12	2
O=C(Nc1ccccc1)NC1CCN(Cc2ccccc2)CC1	0.3	-4	-1	0.5	-2	0	12	106	-2	-6
O=C(/C=C/c1ccc([N+](=O)[O-])s1)N1CCN(c2ccccc2)CC1	-0.3	-19	-3	3.6	0	4	-4	x	-8	-5
Cc1ccc(OCC(=O)NNC(=O)CCC(=O)Nc2ccc(C)cc2C)cc1	-0.8	12	2	-2.4	x	-2	-3	91	-3	19
Cn1c(=O)cc(NCCc2ccccc2)[nH]c1=O	-0.3	11	-2	-1.9	-1	0	-2	x	1	-1
Cc1occc1C(=O)N/N=C/C(Br)=C\c1ccccc1	3.3	-6	6	1.2	58*	0	11	109	-1	30
COc1ccc(CCNC(=O)C(=O)NCC2OCCN2S(=O)(=O)c2ccc(OC)cc2)cc1 (centres undefined)	-0.6	3	-4	-0.5	-2	-3	5	102	-7	6
COc1ccc(Cl)cc1C(=O)O/N=C(\N)c1ccccn1	-1.0	-14	2	2.8	12	-1	-1	100	-8	18
Cn1cccc1C1CCCN1CC(=O)Nc1c(Cl)cc(Cl)cc1Cl (centres undefined)	-0.3	0	-1	0.0	1	-15	1	134	-13	3
CCN(CC)CCn1c2c(c(SCC(=O)Nc3ccc4c(c3)OCO4)nc1=O)CCC2	-0.6	10	-3	-1.6	-4	-1	-4	98	-4	-5
CC(=O)N1N=C(c2cccc(NS(C)(=O)=O)c2)CC1c1cccs1 (centres undefined)	1.1	14	2	-3.0	-2	2	-1	95	-18	-17
COc1ccc(N2CCN(Cc3cc(=O)c(OCC(=O)Nc4ccccc4)co3)CC2)cc1	-0.5	0	3	-0.1	-1	-3	2	98	2	-6
CCC(C)N(C(=O)COC(=O)Cc1n[nH]c(=O)c2ccccc12)C1CCS(=O)(=O)C1 (centres undefined)	1.0	13	0	-2.2	x	-6	4	100	14	10
COc1ccc(NC(=O)CN2C(=O)/C(=C3\SC(=S)N(CCC(=O)O)C3=O)c3ccccc32)cc1	0.5	-10	-4	1.7	x	-2	-4	82*	-5	31
C=C(C)Cn1c(SCC(=O)N/N=C/c2ccccc2OCC(=O)O)nnc1-c1ccc(Br)cc1	-1.9	11	0	-2.0	-3	0	-1	98	-5	-7
O=C1OC(c2ccc(Cl)cc2)=C/C1=C/c1cccnc1	0.9	17	-2	-3.0	0	1	-6	99	0	-30
Cc1ccc(CC(=O)Nc2ccc(S(=O)(=O)Nc3ncccn3)cc2)cc1	-1.2	-2	0	0.4	-1	0	2	102	1	-8
O=C(COC(=O)COc1ccccc1)NC1CCCC1	0.3	16	3	-3.6	-4	-1	-5	99	-6	7
COc1ccc(C(=O)CN2C(=O)NC3(CCCCCC3)C2=O)cc1	-0.4	11	-2	-2.2	5	-3	-2	x	-1	35
O=C(Nc1ccc(Cl)cc1)Nc1nnc(SCc2ccccc2)s1	-0.5	-5	3	0.8	13	2	-1	83	-4	-4
COc1ccc(CCNC(=O)COc2ccc(S(=O)(=O)NC(C)C)cc2Cl)cc1OC	-0.3	2	3	-0.4	-2	-2	7	105	-10	4
N#CCSc1nnc(-c2c[nH]c3ccccc23)o1	-0.7	5	2	-1.0	-1	-3	-2	x	-6	-2
CCOC(=O)c1cc2c(N)c(C(=O)c3cc(C#N)c(SC)nc3C)sc2nc1C	0.4	3	2	-0.5	-4	-1	1	79	-12	10
CCCCOC(=O)c1ccc(NC(=O)C(=O)NCc2ccncc2)cc1	0.3	-14	0	2.5	x	-4	-8	122	1	6
Cc1cccc(N(Cc2ccccc2)C(=O)c2cc(S(=O)(=O)N3CCOCC3)ccc2F)c1	-1.0	1	-3	-0.2	0	-4	0	101	-2	-2
CCc1ccc(S(=O)(=O)NCC2(N3CCOCC3)CCCCC2)cc1	-1.2	5	2	-1.3	8	-3	0	95	3	2
Cc1c(Cl)c(C(=O)NC2C3CC4CC(C3)CC2C4)nn1C (centres undefined)	1.0	8	-3	-1.7	-3	-4	4	106	-8	-9
CC1(C)Cc2ccccc2C(NNC(=O)c2cccnc2)=N1	-0.7	0	0	0.0	x	-4	4	107	11	-2
Cc1ccc(NC(=S)NCCCN2CCOCC2)cc1	-0.5	7	-2	-1.4	-2	3	0	108	-8	-9
CCOC(=O)C1CCN(CC(=O)Nc2ccc(S(=O)(=O)N3CCC(C)CC3)cc2)CC1	0.3	-7	-3	1.3	1	-1	-4	95	0	9
Cc1ccc(C(=O)N/C(=C\c2ccco2)C(=O)NCCN2CCOCC2)cc1	0.6	-16	2	2.0	-3	-1	-3	116	-1	7
COc1cccc(N=Nc2c(N)[nH][nH]c2=O)c1	-0.4	8	2	-1.6	-2	-5	-2	102	-4	6
CCC(=O)Nc1ccc(C(=O)N/N=C/c2cc(Br)c(OC)cc2OC)cc1	-0.1	8	1	-1.6	x	1	7	86	2	23
Cc1cc(NC(=O)c2ccc(S(=O)(=O)N3CCOCC3)cc2)no1	1.5	9	-2	-1.8	0	-3	-2	89	-1	15
COc1cnc(SC(C)C)[nH]c1=O	-0.7	8	0	-1.5	-1	-5	8	100	-10	-13
c1cc(C(c2nnnn2C2CCCC2)N2CCOCC2)ccn1 (centres undefined)	0.6	-6	-3	1.0	-2	-10	-6	106	-6	7
COc1ccccc1CNC(=O)COC(=O)/C=C/c1cccs1	0.8	5	1	-1.0	2	3	2	86	-18	3
Cc1ccn2cc(CNS(=O)(=O)c3ccc(Cl)s3)nc2c1	2.2	9	-3	-1.6	-19	-2	2	90	-3	1
O=C(Nc1ccccc1)c1ccn[nH]1	-0.8	0	4	0.1	x	-3	1	93	-4	-61
CC(=O)Nc1ccc(S(=O)(=O)Nc2c(NC3CCCCC3)c3ccccc3oc2=O)cc1	0.6	-2	5	0.4	-2	0	2	x	-2	-21
C=CCOc1c2ccc(C(=O)NCCc3ccc(C)cc3)cc2nn1C	-0.1	21	3	-3.9	-3	2	8	99	0	-1
O=C(/C=C\Nc1ccc(S(=O)(=O)Nc2ncccn2)cc1)c1ccccc1	1.9	15	-75	-2.8	u	0	3	104	-1	4
CCC1CCCCN1C(=O)CSc1nnc(-c2cccc(Cl)c2)o1 (centres undefined)	-0.1	-5	-2	1.0	19	-4	-1	106	-3	12
Cc1ccc(NC(=O)CSc2nnc(NC(=O)c3ccco3)s2)cc1	0.3	5	4	-0.8	4	-4	11	5.9*	-17	4
O=C(N/C(=C\c1cccc(Br)c1)C(=O)N1CCOCC1)c1ccco1	-0.7	12	3	-2.3	-1	-1	-5	x	6	21
CC1CC(C)CN(C(=O)Nc2ccccc2F)C1 (centres undefined)	1.9	3	4	-0.6	1	-3	-1	96	1	0

# Following part:
SMILES	C-LANA FP	MOR-DOR inv ag	V-ATPase pHluor	OPRM1-OPRD1 ag	Wnt act	Keap1 Nrf2 FP	cardiac RTF act	DSG3 Ab inh	RTF Ca sens inh	Arrestin-AP2 inh
COc1ccc(S(=O)(=O)N(C)c2ccc(C(N)=O)cc2)cc1	0.5	10	4	-1.8	x	-4	8	101	4	-8
Cc1ccc2[nH]c(CSc3ccccc3)cc(=O)c2c1	3.4	2	0	-0.3	-2	-2	-1	103	-8	-7
CCOC(=O)C1CCCN(C(=O)c2cc3ncc(Br)cn3n2)C1 (centres undefined)	1.6	9	-6	-2.2	x	-1	0	109	-5	3
CN(C(=O)COC(=O)c1ccc(NS(=O)(=O)c2cccs2)cc1)C1CCCCC1	-1.3	-14	2	2.1	-2	-3	5	92	-6	-9
NC(=O)C1CCN(CC(=O)Nc2nccs2)CC1	7.7	1	-4	-0.2	0	3	3	113	-7	5
COCC(=O)NCCc1ccc(S(N)(=O)=O)cc1	1.0	3	7	-0.6	-1	3	0	103	-16	8
COc1ccccc1/C=C/C(=O)NCC(=O)N/N=C/c1cccnc1	0.7	11	0	-1.6	1	-5	-4	104	-3	11
CCn1nc(C)c(/C=N/NC(=S)Nc2ccc(Cl)cc2Cl)c1C	-3.0	-17	1	2.9	x	-1	-2	102	-3	3
CCOC(=O)c1sc(NC(=O)CN2C(=O)NC3(CCC(C)CC3)C2=O)c(C(=O)OCC)c1C (centres undefined)	-1.8	19	0	-4.9	-4	0	-3	x	-9	24
Cc1cc(C)c2nc(N3CCC(C(=O)NCCCN4CC(C)CC(C)C4)CC3)sc2c1 (centres undefined)	1.8	-14	-2	2.0	2	-8	-2	92	3	-2
S=C(NCc1ccncc1)Nc1ccc(Br)cc1	1.2	11	-1	-2.5	-1	-7	2	90	-1	15
Cc1ccc(Sc2ncccc2C(=O)NCc2cc([N+](=O)[O-])ccc2O)cc1C	-0.9	0	0	0.0	3	0	1	102	-5	11
Cc1oc2c(C)c3oc(=O)c(CCC(=O)NCCCN4CCOCC4)c(C)c3cc2c1C	-2.5	3	4	-0.7	-1	-10	1	x	-3	5
Cc1cc(C)cc(-n2nnc(C(=O)NCc3ccco3)c2N)c1	1.5	-2	3	0.4	x	-1	13	x	-2	3

# High-throughput results as filed in PubChem BioAssay.
